Compound activity (PubChem BioAssay)
RSV antiviral HEp-2 – inhibition of RSV-induced cytopathic effect – HEp-2 cells, primary 10 µM value included (AID 2391) | HEp-2 cells, RSV-induced CPE inhibition; higher % means a stronger effect | CPE inhibition, % at 10 µM, or IC50 in µM where a hit was titrated | actives 0.13% (n = 310,000); in the data active = a potency from the dose series; inconclusive = CPE inhibition mostly from about 23% at the one dose, without a potency; inactive = the rest, 99 in 100 with CPE inhibition below about 21%; also: strong numbers were not always called active
Large T inhibition – SV40 large T antigen inhibitors, biochemical (AID 1903); SV40 large T antigen ATPase/helicase inhibition assay; higher % means a stronger effect; one-dose inhibition, % at 20 µM; IC50 in µM for titrated hits; actives 0.39% (n = 310,000); in the data active = a potency from the dose series; inconclusive = inhibition mostly from about 32% at the one dose, without a potency; inactive = the rest, 99 in 100 with inhibition below about 32%; also: strong numbers were not always called active
PhoP inhibition – inhibitors of PhoP regulon expression, primary screen, Salmonella Typhimurium, GFP reporter (AID 1863). S. Typhimurium PhoP-regulated promoter GFP reporter, 4 h; higher % means a stronger effect. one-dose inhibition, % at 50 µM; IC50 in µM for titrated hits. actives 0.16% (n = 300,000);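 active = inhibition over 29.93%, a cutoff 3 SD above the screen mean, later confirmed by dose response; inconclusive = inhibition over 29.93% but no dose response follow-up; inactive = inhibition at most 29.93% or unconfirmed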;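 also: 0% = low Mg2+ inducing control and 100% = high Mg2+ repressing control; strong numbers were not always called active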
UTI89 phage lysis – protection from phage-mediated lysis, alamar blue read-out – E. coli UTI89, K1F phage, bacterial capsule biogenesis inhibitors (AID 488966). E. coli UTI89 K1F phage lysis, alamar blue, 2 h; higher % means a stronger effect. one-dose inhibition, % at 100 µM; IC50 in µM for titrated hits. actives 0.02% (n = 340,000);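 active = phage lysis inhibition, versus mean bacterial control, above a set limit; inconclusive = no clear call, values can overlap the other calls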;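 also: capsule biogenesis inhibitors block K1F phage lysis so surviving cells raise fluorescence; higher fluorescence means more inhibition of phage lysis; actives were called in the ten point dose series up to 300 µM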
NS5 inhibitors – flavivirus cap methylation enzyme inhibition – biochemical, confirmation dose response, primary screen (AID 588689). actives 0.3% (n = 340,000). Dengue-2 NS5 methyltransferase capping enzyme assay, biochemical; higher % means a stronger effect. inhibition, % at 25 µM; hits with a dose series show IC50 in µM; in the data active = a potency from the dose series; inconclusive = inhibition above about 29% without an active follow-up result
West Nile antiviral – inhibition of WNV-induced cytopathic effect – cell-based, CPE readout (AID 1621). West Nile virus-infected cells, CPE inhibition; higher % means a stronger effect. CPE inhibition, % at 10 µM, or IC50 in µM where a hit was titrated. actives 0.02% (n = 290,000); in the data active = a potency from the dose series; inconclusive = CPE inhibition mostly from about 3.7% at the one dose, without a potency; inactive = the rest, 99 in 100 with CPE inhibition below about 2.2%; also: strong numbers were not always called active
NTR1 ag – agonists of NTR1, primary screen, imaging, U2OS cells, beta-arrestin-GFP, high content (AID 493036) | P30989 | NTR1-U2OS beta-arrestin-GFP spot imaging, agonist mode | activation, % at 20 µM | actives 0.17% (n = 330,000);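 active = activation at or above 40% of the spot to cytoplasm intensity ratio, with at least 20 cells analyzed; inconclusive = wells under 20 cells, flagged as cytotoxic or low count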;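 also: 0% = DMSO without peptide and 100% = 100 nM NTR1 peptide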
Target sequence (P30989 whole entry, looked up): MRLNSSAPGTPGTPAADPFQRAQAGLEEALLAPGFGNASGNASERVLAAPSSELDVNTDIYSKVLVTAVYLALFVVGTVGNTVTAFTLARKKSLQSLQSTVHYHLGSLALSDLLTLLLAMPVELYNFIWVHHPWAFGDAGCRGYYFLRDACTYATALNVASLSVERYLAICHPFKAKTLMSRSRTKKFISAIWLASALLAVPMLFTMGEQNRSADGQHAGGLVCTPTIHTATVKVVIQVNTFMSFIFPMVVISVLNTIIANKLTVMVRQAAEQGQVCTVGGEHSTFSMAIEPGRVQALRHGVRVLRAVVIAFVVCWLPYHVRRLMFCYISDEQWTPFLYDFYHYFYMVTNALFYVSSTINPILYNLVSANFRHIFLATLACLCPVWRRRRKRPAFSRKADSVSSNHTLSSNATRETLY
MgcRacGAP inhibition – MgcRacGAP GTPase-activating activity inhibitors, confirmation, biochemical, ADP Hunter fluorescence. MgcRacGAP-stimulated Rac1 GTP hydrolysis, ADP Hunter fluorescence; higher % means a stronger effect; GST-tagged Rac1 F28L mutant substrate. inhibition, % at 30 µM, or IC50 in µM where a hit was titrated. actives 0.6% (n = 340,000). AID 624330;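 active = first-screen hits whose inhibition reached a set limit at any dose in the follow-up dose series; inconclusive = inhibition above the set first-screen limit but never retested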;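 also: fluorescence reports GDP produced by GAP-driven GTP hydrolysis; strong numbers were not always called active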
T cell HTS – modulates CD8 T cell binding to vesicles; 2C CD8+ T cell-vesicle binding, flow cytometry; hits give low values; calls only at 7 µM; actives 0.068% (n = 330,000); AID 2052;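 active = response, share of CD8 T cells binding vesicles, and their 90th percentile fluorescence all below set limits, cut at about 80% in these data, passing the limit was not always enough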
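Test system: purified 2C TCR transgenic mouse naive CD8+ T cells. Probe or stimulus: QL9-peptide-loaded Drosophila micro-vesicles bearing Ld, ICAM-1 and B7-1. Incubation: binding step 1.5 h, 37 °C, antibody labelling 20 min, ice. Measured by: flow cytometry of vesicle-bound cells.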
T cell HTS vesicle-bound % – second read-out of T cell HTS, no call of its own (marks repeat the call); double positive events, %; measured here: CD8+ vesicle-bound cell fraction;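 binding gate set so that unloaded-vesicle control wells show 10% double positive cells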
NTR1 ag cell count 20 µM – further read-out of NTR1 ag, marked with its call; cell count; measured here: cell count, cytotoxicity flag
NS5 inhibitors pilot replicate – further read-out of NS5 inhibitors, marked with its call; inhibition, %; measured here: pilot screen replicate inhibition
* marks the source's active call; other numbers are inactive results; i = inactive; ? = inconclusive; / = no result given; [ ] = remark or other dose.

SMILES	RSV antiviral HEp-2	Large T inhibition	PhoP inhibition	UTI89 phage lysis	NS5 inhibitors	West Nile antiviral	NTR1 ag	NTR1 ag cell count 20 µM	MgcRacGAP inhibition	T cell HTS	T cell HTS vesicle-bound %	others
CCOC(=O)C1CCCN(C(=O)c2cc3ccc(OC)cc3[nH]2)C1 (stereo not given)	1.8%	7%	5%	-0.4%[50 µM]	-5%	1.0%	-0.8	99	5%	i	33
CS(=O)(=O)Nc1ccc(C2=NN(C(=O)c3ccccc3)C(c3cccs3)C2)cc1 (stereo not given)	7.7%	23%	0%	0.1%	-3%	-1.0%	0.8	75	13%	i	59
O=C(CCCl)N1CCN(c2nc(-c3ccccc3)cs2)CC1	1.8%	10%	1%	0.3%	-7%	2.0%	-1.4	55	11%	i	60	NS5 inhibitors pilot replicate=-0.3
COCCNC(=O)c1nn2cccnc2c1Cl	0.6%	2%	2%	2.6%	-4%	-0.1%	3.2	71	7%	i	18
O=C(Nc1ccc(Cl)cc1F)C1CCN(S(=O)(=O)c2cccnc2)CC1	1.2%	6%	-1%	0.5%	-8%	-0.7%	-0.3	56	8%	i	18
Cc1ccccc1NC(=O)c1ccc2nc(N3CCOCC3)sc2c1	0.9%	/	/	-0.2%	1%	0.7%	2.1	41	16%	i	44
Cc1nc([N+](=O)[O-])cn1CC(=O)NCCCO	1.0%	2%	16%	-1.8%	-4%	1.2%	-0.7	55	-11%	i	30
CSc1nn2c(C)c(C)c(C)nc2c1C#N	-0.2%	2%	4%	0.5%	-3%	-0.2%	1.1	60	-9%	i	12
COc1ccccc1-c1cc(-c2ccc(C)cc2)nc(SCc2nnc(-c3ccccc3)o2)c1C#N	11%	6%	7%	1.6%	-7%	0.7%	-0.5	103	7%	i	42
CC(=O)Nc1ccc(CN2CCN(c3cccc(C(F)(F)F)c3)CC2)cc1	-0.6%	1%	15%	3.2%	1%	0.3%	-2.9	85	5%	i	33
Oc1ccccc1/C=N/N1CCN(c2ccccn2)CC1	-1.1%	17%	-4%	0.4%	0%	0.5%	0.7	49	13%	i	58
O=S(=O)(c1ccccc1)N1CCC(n2nnc3cc(F)ccc32)CC1	-1.4%	-2%	-4%	0.1%	4%	-0.8%	0.9	44	7%	i	29
CCNc1nc(NCC)nc(C(=O)OCCO)n1	1.0%	3%	8%	0.8%	-3%	1.0%	0.1	62	6%	i	41
COc1ccc2c(c1)C(c1ccc(Cl)cc1)NC(=O)C2 (stereo not given)	-0.9%	28%	7%	0.3%	-6%	/	-1.0	101	8%	i	46
COc1ccc2cc3c(nc2c1)OCC3	1.2%	3%	3%	-0.2%	3%	-0.5%	0.4	63	12%	i	25
O=C(Nc1ccccc1N1CCCCC1)C1=COCCO1	1.1%	/	/	0.4%[50 µM]	-3%	/	-0.9	69	2%	i	49
N#Cc1sc(C(N)=O)c(-c2ccccc2)c1-c1ccccc1	-0.5%	-2%	-3%	1.2%	-7%	0.2%	1.6	52	7%	i	2
COc1ccccc1OCCC(=O)OCC(=O)NCc1ccccc1	1.7%	4%	0%	3.0%[50 µM]	-3%	1.2%	0.7	74	6%	i	55
O=C(Nc1ccc(-c2n[nH]c(=S)o2)cc1)c1ccccc1Cl	-0.1%	15%	-2%	0.2%	6%	-0.2%	0.9	71	17%	i	55	NS5 inhibitors pilot replicate=-3.7
CN(c1cc(=O)n2ccccc2n1)C1CCCCC1	1.6%	12%	-10%	0.2%	-5%	-0.4%	2.0	55	12%	i	14
Cn1c(=O)cc(NCc2ccccc2)[nH]c1=O	0.6%	18%	5%	0.7%	1%	0.1%	-1.8	55	2%	i	47
CCOC(=O)c1c(NC(=O)c2nn(C)cc2[N+](=O)[O-])sc(C)c1C	2.8%	26%	0%	-0.2%	-4%	0.2%	2.0	70	2%	i	41
CNc1oc(C)nc1S(=O)(=O)c1ccc(C)cc1	2.0%	10%	-8%	0.2%	4%	/	3.7	66	3%	i	52
O=C1c2ccccc2C(Nc2ccc(S(=O)(=O)N3CCCCCC3)cc2)N1Cc1ccco1 (stereo not given)	7.6%	11%	4%	-0.7%	-2%	-0.2%	8.1	62	4%	i	36
CC(C)CCNc1ncnc2c1cnn2Cc1ccccc1Cl	2.6%	12%	-3%	-0.1%	-10%	-0.3%	2.0	52	2%	i	55
CC(C)(C)CN1CCNC(=O)C1CC(=O)NCCN1CCCc2ccccc21 (stereo not given)	0.0%	16%	-3%	-1.0%	13%	-0.1%	-0.4	48	-2%	i	53
CN(C)/C=C/c1oc2ccc(O)cc2c1[N+](=O)[O-]	-0.4%	32%	6%	-0.3%	-17%	-0.7%	0.3	31	14µM*	i	63
CCCn1c(=O)n(C)c(=O)c2c(SCC(=O)NCC(c3ccccc3)N(C)C)nc(CC(C)C)nc21 (stereo not given)	12%	3%	-4%	0.1%	-1%	0.9%	7.4	58	5%	i	50
Nc1c(S(=O)(=O)c2ccccc2)c2nc3ccccc3nc2n1CCN1CCOCC1	1.6%	-7%	0%	-0.2%	-15%	-0.8%	2.4	84	1%	i	64
CCOC(=O)c1c(C)nn(-c2ccc(NC(=O)c3c(C)noc3C)cc2)c1C	1.7%	10%	6%	0.0%	-3%	-1.2%	0.7	87	11%	i	47
CCOC(=O)NC(=O)/C(C=Nc1ccc(Cl)cc1)=C(\C)O	1.9%	17%	0%	1.3%	5%	0.4%	0.9	39	12%	i	46
COc1cc(C(=O)OCc2nc3ccsc3c(=O)[nH]2)c([N+](=O)[O-])cc1OC	-0.6%	9%	-9%	1.2%[50 µM]	-7%	/	-0.3	51	3%	i	24
CC(=O)c1c(C)[nH]c(C(=O)OCC(=O)N2c3ccccc3NC(=O)C2(C)C)c1C	5.0%	2%	-6%	1.3%[50 µM]	3%	1.5%	3.4	67	6%	i	20
Cc1cc([N+](=O)[O-])nn1CCCC(=O)Nc1ccc2c(c1)OCO2	0.1%	-4%	0%	2.0%[50 µM]	3%	0.1%	1.8	67	13%	i	63
Nc1nc2ccccc2n1Cc1ccc(Cl)c(Cl)c1	1.8%	2%	83µM*	0.8%	7%	-2.4%	5.5	51	9%	i	62	NS5 inhibitors pilot replicate=-1.2
CCOC(=O)C1=C(CNCCOc2ccc(OC)cc2)NC(=O)NC1c1ccc2c(c1)OCO2 (stereo not given)	-0.5%	2%	-5%	0.1%	-1%	-1.6%	2.0	50	6%	i	36
Cc1c(Br)cc(C(=O)N2CCN(CCO)CC2)c(C)c1C	0.7%	6%	1%	1.4%	-4%	-0.1%	0.4	89	6%	i	7
CCCc1cc(=O)[nH]c(SCC(=O)N2c3ccccc3NC(=O)C2(C)C)n1	/	/	/	0.2%[50 µM]	-4%	/	-1.8	51	-2%	i	34
Cc1ccsc1C(=O)OCC(=O)c1ccc[nH]1	2.8%	/	/	0.8%[50 µM]	-15%	/	-3.0	61	6%	i	28
Cc1cc(C(=O)CSc2ccc(F)cc2)cc(C)c1OC(=S)N(C)C	11%	-7%	4%	0.2%	-2%	-0.5%	5.3	50	10%	i	27
CCOc1ccc(NC(=O)Nc2cc(C)ccc2OC)cc1	12%	7%	-3%	0.2%	-3%	-0.2%	1.2	66	0%	i	34
COc1cccc(CSc2nc3nc(C)cc(C)n3n2)c1	0.2%	6%	-2%	0.3%	-1%	-1.0%	4.2	85	19%	i	19
CC(C)OC(=O)c1cc(NC(=O)c2nn(C)cc2Br)cc(C(=O)OC(C)C)c1	0.3%	5%	1%	5.7%	1%	-1.2%	9.8	66	3%	i	38
O=C(COc1ccc(Cl)cc1)NCc1nnc(SCC(=O)NCCc2ccccc2)o1	1.3%	19%	16%	i	-9%	-0.1%	-1.1	52	5%	i	52
CC(C)c1ccc(C(=O)OCC(=O)c2c(N)n(C)c(=O)n(C)c2=O)cc1	/	/	/	-2.3%	-8%	/	16	40	1%	i	17
CC(O)Cc1cn(CC(=O)N2CCNCC2)nn1 (stereo not given)	-0.7%	9%	-7%	0.2%	-2%	0.1%	-4.0	94	2%	i	5
S=C1NCN(CCc2ccccc2)CN1Cc1ccccc1	1.1%	3%	8%	-1.4%	-4%	-0.6%	-0.2	35	10%	i	15
CCCCC1=CC2=C(c3ccco3)C(=O)C(C)(OC(=O)c3ccc(OC)cc3)C(=O)C2=CN1C(CO)CO (stereo not given)	0.2%	17%	-1%	1.0%	34%	0.4%	-0.2	82	2%	i	45
C=C(C)C(C)(C#CCN1CCCC1)OC(C)=O (stereo not given)	-0.1%	-5%	-5%	-0.5%	3%	0.2%	-0.9	51	11%	i	47
O=C(O)COc1ccc(-c2nccc(-c3cccs3)n2)cc1	5.6%	5%	-14%	/	/	/	-0.8	86	/	i	22

New compounds follow:
SMILES	RSV antiviral HEp-2	Large T inhibition	PhoP inhibition	UTI89 phage lysis	NS5 inhibitors	West Nile antiviral	NTR1 ag	NTR1 ag cell count 20 µM	MgcRacGAP inhibition	T cell HTS	T cell HTS vesicle-bound %	others
O=C(CN1C(=O)c2ccccc2S1(=O)=O)N1CCN(c2ccc(F)cc2)CC1	1.1%	3%	-5%	-0.5%	12%	0.2%	4.0	50	14%	i	47
CCCCCCCCCCCC1=C(O)C(=O)C=C(O)C1=O	/	10%	20%	8.4%	?	1.7%	/	/	3%	i	35
COc1cc(OC)cc(C(=O)OCCNC(=O)Cn2cnc3c2c(=O)n(C)c(=O)n3C)c1	2.5%	7%	-4%	/	/	-0.3%	-1.7	62	/	i	46
Cc1nn(C(=O)C2CC2)c(C)c1Sc1ccc(Cl)cc1	-1.4%	-1%	3%	1.4%	-3%	-0.4%	1.4	37	11%	i	6
CCOc1cc(/C=C2\CN(C)C/C(=C\c3ccc(O)c(OCC)c3)C2=O)ccc1O	-4.8%	34%	6%	0.3%	-5%	-0.5%	15	97	39µM*	i	34
COc1ccccc1C(=O)NNC(=O)c1ccccc1[N+](=O)[O-]	-0.2%	0%	6%	0.2%	-3%	-0.1%	0.6	79	3%	i	58
